Assay outcomes from PubChem.
Sm TGR inh: inhibitors of Schistosoma mansoni thioredoxin glutathione reductase; Q962Y6; purified TGR, DTNB reduction, TNB absorbance 405 nm; Potency, µM (titrated, usually from 114 µM), for the others: at the highest dose activity change, negative = inhibition, actives largely listed as inhibitors; hit rate 3% among 360,000; AID 485364; further: potency means the concentration at half of the fitted maximal effect; nearly all actives have a fitted effect of over 60% in size
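TGR 20 nM + NADPH 100 uM (dispensed conc.), cpd preinc 15 min RT; start with NADPH (500 uM addition) then DTNB (15 mM addition). Kinetic TNB absorbance, 405 nm filter. Four-parameter Hill fit across titration.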
AmpC inh detg: AmpC beta-lactamase inhibition with detergent present | P00811 | AmpC hydrolysis of nitrocefin, absorbance 480 nm, 0.01% Triton | Potency, µM (titrated, usually from 114 µM), inactives show at the highest dose activity change, negative = inhibition, actives largely listed as inhibitors | hit rate 0.041% among 370,000;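 further: potency means the concentration at half of the fitted maximal effect; 0% = no-compound wells and -100% = no-enzyme wells; nearly all actives have a fitted effect of over 25% in size; some results filed as inactive show a strong effect at the top dose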
Target sequence (P00811 whole entry, looked up): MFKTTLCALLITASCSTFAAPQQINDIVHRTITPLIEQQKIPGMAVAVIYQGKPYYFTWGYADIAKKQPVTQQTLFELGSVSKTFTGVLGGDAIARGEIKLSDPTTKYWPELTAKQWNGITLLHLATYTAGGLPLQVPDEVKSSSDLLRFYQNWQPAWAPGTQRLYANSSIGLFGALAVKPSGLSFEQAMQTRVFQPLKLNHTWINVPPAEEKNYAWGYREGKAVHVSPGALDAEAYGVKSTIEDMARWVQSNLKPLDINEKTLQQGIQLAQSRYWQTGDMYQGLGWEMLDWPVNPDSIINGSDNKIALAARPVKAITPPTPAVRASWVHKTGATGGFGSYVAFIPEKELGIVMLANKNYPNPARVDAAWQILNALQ
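AmpC (5.3 nM in the dispensed reagent) in 20 mM phosphate pH 7.0 with 0.01% (detergent screen) or 0.0001% Triton X-100 was preincubated with compounds for 15 min at room temperature. Nitrocefin was then added from an 800 uM solution, and hydrolysis was followed at 480 nm.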
FBPA Giardia inh: inhibitors of Giardia lamblia fructose-1,6-bisphosphate aldolase; purified Giardia FBPA; Potency, µM (top dose mostly 59.6 µM), for inactives: top-dose activity, negative = inhibition, actives largely listed as inhibitors; hit rate 0.71% among 290,000; further: potency means the concentration at half of the fitted maximal effect; nearly all actives have a fitted effect of over 55% in size
Target sequence (A8B2U2 whole entry, looked up): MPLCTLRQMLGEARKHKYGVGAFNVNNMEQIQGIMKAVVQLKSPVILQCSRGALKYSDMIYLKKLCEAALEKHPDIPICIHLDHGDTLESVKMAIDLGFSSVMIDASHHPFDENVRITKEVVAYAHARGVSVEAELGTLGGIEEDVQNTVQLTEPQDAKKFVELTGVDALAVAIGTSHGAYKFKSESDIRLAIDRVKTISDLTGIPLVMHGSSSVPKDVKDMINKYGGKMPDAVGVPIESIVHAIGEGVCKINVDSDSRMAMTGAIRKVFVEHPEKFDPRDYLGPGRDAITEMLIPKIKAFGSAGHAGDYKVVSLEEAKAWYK
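40 nM FBPA preincubated 10 min at RT with compound (up to 57.5 uM final), then substrate plus GAPDH/TPI/NAD/arsenate coupling and diaphorase/resazurin added. Fluorescence read after 20 min at RT, 525/598 nm.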
HCV inhibitor: blocks hepatitis C virus; Huh7.5.1 HCVcc-Cre infection, luciferase reporter, 44 h; Potency, µM (doses to about 41.8 µM), without a hit: at the highest dose activity change, negative = inhibition, hits mostly inhibitors; hit rate 3.4% among 340,000; further: potency means the concentration at half of the fitted maximal effect
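Luciferase read-out (15 sec integration) after a 15 min room-temperature substrate step quantifies HCVcc-Cre infection. Cells, 1,000 per well, had compound added 4 h post-plating, then virus at ~0.5 moi, and were cultured 44 h.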
HCMV antiviral: blocks human cytomegalovirus replication | HFF cells, HCMV-luciferase reporter, 72 h; stronger effect = lower value | activity change, negative = inhibition, % at 57.5 µM | hit rate 4.5% among 410,000 | AID 1259415; in the data active means activity change below about -60%; inconclusive means no clear call, values can overlap the other calls; inactive means above about -39%
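Human foreskin fibroblasts infected with luciferase-reporter HCMV at MOI 1 PFU/cell, compounds at two doses. Luciferase measured 72 h post infection; normalized to buffer-only basal and Salinomycin (10uM) controls.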
AmpC no deterg: inhibitors of E. coli AmpC beta-lactamase without detergent; hit rate 0.52% among 330,000; Potency, µM (series often up to 57.1 µM), for inactives: at the highest dose activity change, negative = inhibition, most hits filed as inhibitors; AmpC nitrocefin hydrolysis, absorbance 480 nm, 0.0001% Triton; P00811;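 further: potency means the concentration at half of the fitted maximal effect; plate controls were no compound for no effect and no enzyme for full effect; nearly all actives have a fitted effect of over 20% in size; some results filed as inactive show a strong effect at the top dose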
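20 mM phosphate pH 7.0 + 0.01% (detergent screen) or 0.0001% Triton X-100; 5.3 nM AmpC reagent; cpd preinc 15 min RT; nitrocefin (800 uM stock) to start; A480 q20 s × 4 min; Activity was normalised to no-enzyme and no-compound control wells.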
Numbers without * were called inactive; ? = inconclusive; nt = no result given; & = joins results of further samples; [ ] = dose if it differs, or a comment. Unless noted, the call rests on the fitted dose curve; in most records, active means well fitted curve in the direction sought with a large enough effect; inconclusive means small, poorly fitted or top-dose-only effect, or another doubt; inactive means no such curve, though single readings can be large; an effect the other way counts as inactive or inconclusive. Unless noted, on the % scale 0 is the no-effect control and ±100 the full control effect. No enrichment for hits. Share with any hit: about 9.9%.

SMILES	Sm TGR inh	AmpC inh detg	FBPA Giardia inh	HCV inhibitor	HCMV antiviral	AmpC no deterg
COC(=O)c1cccc(NC(=O)c2ccc(OC)c(Cl)c2)c1	1%	2%	-16%	?	17	-14%
CC(C)Cc1nnc(NC(=O)c2cccc(S(=O)(=O)N3CCN(C)CC3)c2)s1	6%	0%	nt	-8%	-34	29%
CCN(CC(=O)Nc1ccc2c(c1)OCO2)CC(=O)Nc1ccccc1C(F)(F)F	-24%	?	nt	-7%	-7	-2%
COc1ccc(Br)cc1/C=N/NC(=O)c1cc(OC)c(OC)c(OC)c1	-1%	-10%	-22%	?	?	90%[activator]
CC1(C)Cc2c(sc3c2c(=N)n(Cc2ccco2)c(=O)n3Cc2ccc(Cl)cc2)CO1	?	-9%	3%	?	-35	14%
COc1cccc(C(c2sc3nc(-c4ccco4)nn3c2O)N2CCC(O)CC2)c1 (configuration not stated)	2%	6%	nt	nt	5	nt
FC(F)(F)c1nnc2n1N=C(c1ccccc1)CS2	3%	-1%	1%	2%	-8	-2%
COc1cc(C(=O)N2CCc3c([nH]c4ccccc34)C2c2ccccc2)cc(OC)c1OC (configuration not stated)	1%	6%	nt	nt	?	nt
O=C(Nc1ccc2c(c1)OCO2)C1CC(=O)N(CCc2ccccc2)C1 (configuration not stated)	?	1%	-5%	0%	0	-18%
COc1ccc(NC(=O)c2ccco2)cc1NC(=O)c1cc2ccccc2o1	1%	?	3%	?	?	-5%
O=C1NCCN/C1=C\C(=O)c1ccc(Cl)cc1	2%	11%	1%	-17%	85	-23%
O=C(Nc1ccc(OC(F)(F)F)cc1)C1CCCN(S(=O)(=O)c2ccc(Br)s2)C1 (configuration not stated)	12%	16%	nt	nt	6	nt
OCC(CO)(CO)n1cnnn1	1%	-4%	6%	1%	32	-24%
COc1ccc(S(=O)(=O)NCc2cccs2)cc1	0%	4%	-7%	10%	-16	-21%
CC(C)(C)c1csc(CS(=O)(=O)c2ccccn2)n1	3%	-7%	-3%	19%	38	1%
CCOc1ccc(NC(=O)c2ccc3c(=O)n4nc(Nc5ccccc5C)sc4nc3c2)cc1	5%	23%	nt	nt	6	nt
COc1ccccc1-c1nc2cc3ccccc3cc2nc1-c1ccccc1OC	-7%	-9%	?	0%	10	40%
O=C(NCCCNc1ccnc2cc(Cl)ccc12)c1ccccc1F	12%	0%	4%	10µM*	-34	-10%
Oc1cccc(C(=S)N2CCCCC2)c1	-1%[57.1 µM]	-6%	-7%	-11%	?	-19%
Cc1noc(C)c1COc1ccccc1C(=O)N(C)CC(=O)Nc1ccc(F)cc1	1%	?	nt	-24%	22	-13%
CCOc1ccccc1NC(=O)C1CCCCN1S(=O)(=O)c1ccc(F)cc1 (configuration not stated)	?	-2%	-10%	?	1	-2%
Cc1ccc(N(C(=O)c2cc3ccccc3oc2=O)C2C=CS(=O)(=O)C2)cc1 (configuration not stated)	5%	-9%	4%	1%	-11	-7%
Cc1ccc(C(=O)c2oc3ccccc3c2NC(=O)c2cc(-c3ccccc3)on2)cc1F	-6%	16%	nt	nt	-2	nt
CC(=O)Oc1ccc(C(=O)Nc2nnc(C)s2)cc1	-23%	?	-3%	11%	134	-19%
CC(=O)N1CCC2(CC1)CC(=O)c1cc(OCC(=O)N3CCOCC3)ccc1O2	3%	-1%	2%	24%	-13	-20%
Further records
SMILES	Sm TGR inh	AmpC inh detg	FBPA Giardia inh	HCV inhibitor	HCMV antiviral	AmpC no deterg
COc1ccc(CNC(=O)CN(Cc2ccccc2)C(=O)CCC(=O)Nc2nccs2)cc1	0%	-6%	7%	24%	-2	-11%
O=C(Nc1cc2c(cc1C(=O)c1ccc(Br)cc1)OCCO2)c1ccc(Cl)cc1	7%	18%	nt	nt	-40	nt
O=C(Nc1cccc(S(=O)(=O)N2CCCCCC2)c1)c1ccc2ccccc2n1	-2%	?	-2%	?	70	-21%
COc1ccc(C(=O)c2ccc(OC)c(OC)c2)cc1	16%	?	7%	14%	2	-6%
Cc1[nH]c2c(ccc3ccccc32)c1C1C(CCN)C1(C)C (configuration not stated)	7%	2%	2%	?	-11	44%
CN(C(=O)c1ccno1)c1nnc(-c2cnccn2)s1	0%	?	-16%	0%	3	-17%
CC(=O)c1cccc(OCC(O)CN2CC=C(c3ccccc3)CC2)c1 (configuration not stated)	-3%	?	?	?	-15	-5%
CCOc1ccc(OCCNC(=O)c2cc(C3CC3)nc3c2cnn3C(C)C)cc1	-7%	?	nt	3.2µM*	-23	28%
COc1ccc(C(=O)NNC(=O)c2cnccn2)cc1[N+](=O)[O-]	-3%	-10%	2%	11%	4	-13%
COC(=O)c1cc(NC(=O)c2c(Cl)cnn2C)cc(C(=O)OC)c1	-13%	0%	3%	?	4	0%
Cc1sc2nc(SCC(=O)NCc3ccco3)n(-c3ccccc3)c(=O)c2c1C	-20%	?	0%	8%	15	-17%
O=C(NC(=S)Nc1nc2c(s1)CCCC2)c1ccc(C(=O)c2ccccc2)cc1	-8%	-2%	-7%	-3%	16	-22%
Cc1ccc(-c2noc(CCC(=O)Nc3ccccc3N3CCN(C)CC3)n2)cc1	8%	-10%	19%	?	-69*	115%[activator]
CC(=O)Nc1ccc(/C=N/NC(=O)c2cc(-c3ccco3)nc3ccccc23)cc1	14µM*	-5%	3%	13%	0	-40%
COc1ccc(-c2cc(C)no2)cc1S(=O)(=O)N1CCN(c2ccccn2)CC1	-8%	-6%	nt	13µM*	-18	129%[activator]
COc1cccc(-n2nnc3c(=O)n(CC(=O)OCc4ccccc4)cnc32)c1	4%	16%	1%	9%	29	-16%
Brc1ccc(-c2cn3ccccc3n2)s1	-19%	-4%	-23%	8.9µM*	-11	-33%
Cn1cc(Br)c(C(=O)N2CCCCCC2)n1	7%	1%	-4%	7%	13	-13%
Cc1ccc2sc(NNC(=O)C3COc4ccccc4O3)nc2c1C (configuration not stated)	-8%	-14%	10%	-4%[8.37 µM]	-13	-11%
COc1ccnc(Oc2ccc(F)cc2)c1C#N	8%	4%	0%	-11%	?	-10%
CC(C)(C)OC(=O)CN1C(=O)NC2(CCCc3ccccc32)C1=O (configuration not stated)	2%	-9%	-5%	8%	83	-11%
Cc1cc(OCC(=O)OCC(=O)NCc2ccc3c(c2)OCO3)ccc1Cl	-4%	0%	nt	6%	25	-25%
Cn1cnc(S(=O)(=O)Nc2ccc(Cl)c(C(F)(F)F)c2)c1	19%	-14%	-5%	9%	2	-19%
COc1ccc(CNC(=O)CCCn2nc(C)c3sc4ccccc4c3c2=O)cc1OC	-2%	-11%	nt	nt	-9	nt
Cc1nc(SC2CC(=O)N(c3ccccc3)C2=O)nc2c1CCCC2 (configuration not stated)	-23%	-4%	1%	-7%	15	-7%
(further entries)
SMILES	Sm TGR inh	AmpC inh detg	FBPA Giardia inh	HCV inhibitor	HCMV antiviral	AmpC no deterg
COc1cccc(N=Cc2nc(-c3ccccc3)oc2OC(C)=O)c1	10µM*	-1%	-7%	12%	0	-24%
COc1cc(/C=C2\SC(N)=NC2=O)ccc1O	-28%	1%	1%	?	-75*	-11%
Cc1nc(C)c(-c2ccc(SCC(=O)Nc3ccc(F)cc3F)nn2)s1	-24%	-8%	nt	?	?	3%
CC(=O)N1CCc2cc(S(=O)(=O)NC(CC(C)C)C(=O)Nc3cc(C(=O)O)ccc3C)ccc21 (configuration not stated)	5%	-9%	4%	6%	17	-16%
Cc1ccccc1NC(=O)COC(=O)c1ccc(S(C)(=O)=O)c([N+](=O)[O-])c1	1.4µM*	-9%	4%	?	-93*	-11%
COc1c(F)c(F)c(C(=O)O)c(Nc2cc(C)cc(C)c2)c1F	4%	5%	16%	2%	-13	-23%
S=C(NC1CCCCC1)N1CCN(c2ncccn2)CC1	8%	6%	10%	-8%	-12	-4%
COc1ccc(CSc2nnnn2-c2ccccc2)cc1	7%	1%	-4%	-13%	-19	-18%
C=CCn1c(CSc2nc3ccccc3s2)nnc1SCC(=O)NCc1ccco1	11µM*	-1%	1%	5%&-4%	43	10%
NS(=O)(=O)c1ccc(-c2ccc(C=C3C(=O)c4ccccc4C3=O)o2)cc1	-18%	?	-7%	12%	?	-10%
CCc1ccccc1NC(=O)NNC(=O)CCc1ccc(OC)cc1	-17%	0%	8%	3%	20	-15%
Oc1ccc(C2C=C(c3ccc(F)cc3)Nc3ncnn32)cc1 (configuration not stated)	45µM*	-1%	-2%	22%	16	-27%
CC1(C)C(=O)Nc2ccccc2N1C(=O)CN1C(=O)NC(CCc2ccccc2)C1=O (configuration not stated)	-4%	-4%	-12%	4%	32	-6%
COc1ccccc1C(=O)NC(=O)COC(=O)C1(C)CC1(Cl)Cl (configuration not stated)	2%	-9%	nt	7%	-26	-11%
O=S(=O)(c1ccc(Cl)cc1)N1CCC(c2nc3ccccc3[nH]2)CC1	-3%	3%	nt	-20%	6	-20%

Copied from the entries so far, 15 compounds:
SMILES	Sm TGR inh	AmpC inh detg	FBPA Giardia inh	HCV inhibitor	HCMV antiviral	AmpC no deterg
Cn1cnc(S(=O)(=O)Nc2ccc(Cl)c(C(F)(F)F)c2)c1	19%	-14%	-5%	9%	2	-19%
COc1ccc(CNC(=O)CCCn2nc(C)c3sc4ccccc4c3c2=O)cc1OC	-2%	-11%	nt	nt	-9	nt
Cc1nc(SC2CC(=O)N(c3ccccc3)C2=O)nc2c1CCCC2 (configuration not stated)	-23%	-4%	1%	-7%	15	-7%
COc1cccc(N=Cc2nc(-c3ccccc3)oc2OC(C)=O)c1	10µM*	-1%	-7%	12%	0	-24%
COc1cc(/C=C2\SC(N)=NC2=O)ccc1O	-28%	1%	1%	?	-75*	-11%
Cc1nc(C)c(-c2ccc(SCC(=O)Nc3ccc(F)cc3F)nn2)s1	-24%	-8%	nt	?	?	3%
CC(=O)N1CCc2cc(S(=O)(=O)NC(CC(C)C)C(=O)Nc3cc(C(=O)O)ccc3C)ccc21 (configuration not stated)	5%	-9%	4%	6%	17	-16%
Cc1ccccc1NC(=O)COC(=O)c1ccc(S(C)(=O)=O)c([N+](=O)[O-])c1	1.4µM*	-9%	4%	?	-93*	-11%
COc1c(F)c(F)c(C(=O)O)c(Nc2cc(C)cc(C)c2)c1F	4%	5%	16%	2%	-13	-23%
S=C(NC1CCCCC1)N1CCN(c2ncccn2)CC1	8%	6%	10%	-8%	-12	-4%
COc1ccc(CSc2nnnn2-c2ccccc2)cc1	7%	1%	-4%	-13%	-19	-18%
C=CCn1c(CSc2nc3ccccc3s2)nnc1SCC(=O)NCc1ccco1	11µM*	-1%	1%	5%&-4%	43	10%
NS(=O)(=O)c1ccc(-c2ccc(C=C3C(=O)c4ccccc4C3=O)o2)cc1	-18%	?	-7%	12%	?	-10%
CCc1ccccc1NC(=O)NNC(=O)CCc1ccc(OC)cc1	-17%	0%	8%	3%	20	-15%
Oc1ccc(C2C=C(c3ccc(F)cc3)Nc3ncnn32)cc1 (configuration not stated)	45µM*	-1%	-2%	22%	16	-27%
